# From PubChem
# IMP-1 inhibitor – IMP-1 metallo-beta-lactamase inhibitors, primary screen, biochemical, epi-absorbance readout, Pseudomonas aeruginosa enzyme | metallo-beta-lactamase IMP-1 (Pseudomonas aeruginosa) | purified IMP-1, nitrocefin hydrolysis, epi-absorbance fluorescence | inhibition, % at 5.6 µM | 290,000 compounds, 0.45% hits;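 active = inhibition above the mean plus 3 SD of all compounds in the same screening run, cut at about 4.5% in these data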;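 note: 0% = IMP-1 with DMSO and 100% = DMSO wells lacking enzyme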
#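 Assay system: purified IMP-1; Quantity: IMP-1 0.2 nM before substrate addition; Medium: HEPES buffer pH 7.1 with ZnSO4 and Brij 35; Incubation: 15 min enzyme–compound preincubation, then 25 min nitrocefin reaction, 25 °C; Signal: fluorescence quenching readout, ex 480/em 530 nm; Controls: DMSO with and without IMP-1; Repeats: singlicate testing.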
# IDE cell inh – human IDE inhibitors in live cells, primary screen, fluorescence polarization, HEK cells, FAbetaB substrate | FAbetaB cleavage | inhibition, % at 5.59 µM | 320,000 compounds, 0.41% hits | AID 434962, 2010;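 active = percent inhibition above the average of all tested compounds plus 3 SD, set per screening campaign, cut at about 16% in these data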;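 note: IDE supplied by intact live HEK cells; FP after avidin binding of uncleaved biotin substrate so inhibition keeps polarization high; 0% = DMSO wells and 100% = 60 µM reference IDE inhibitor Ii1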
# M18AAP inhibitor – PfM18AAP inhibitors, malaria aminopeptidase, primary screen, biochemical, QFRET, recombinant enzyme; M18 aspartyl aminopeptidase (Plasmodium falciparum 3D7); 290,000 compounds, 1.2% hits; inhibition, % at 7.35 µM; H-Glu-NHMec fluorogenic cleavage;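 active = inhibition above the campaign mean inhibition over all tested compounds plus 3 SD, cut at about 28% in these data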;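 note: 0% = plate median of test compound wells and 100% = 2 mM ZnCl2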
# HCV NS3 hel inh – inhibitors of HCV NS3 helicase, primary screen, biochemical, Cy5 molecular beacon fluorescence; inhibition, % at 10.9 µM; 290,000 compounds, 0.56% hits; NS3 helicase DNA unwinding;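 active = inhibition above the mean of all tested compounds plus 3 SD, set per campaign, cut at about 35% in these data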;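 note: 0% = DMSO wells and 100% = thioflavine S control wells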
#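 System: HCV NS3 helicase fragment; control set: DMSO and thioflavine S; technique: Cy5 fluorescence at 0 and 60 min, beacon hairpin quenching; reagent: beacon DNA duplex substrate plus ATP; replicates: singlicate; schedule: 1 h reaction at 25 °C, ATP-initiated; medium: MOPS buffer pH 6.5 with MgCl2, DTT, Tween20, BSA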
# UBC9 SUMO inh – inhibitors of in vitro SUMOylation cascade, primary screen, biochemical, HTRF, uHTS | HTRF SUMOylation assay, SAE1/SAE2 + UBC9 | inhibition, % at 35 µM | 290,000 compounds, 0.36% hits; in the data active = inhibition above about 50%, passing the limit was not always enough; note: strong numbers were not always called active
# Target sequence (P63279 whole entry, looked up): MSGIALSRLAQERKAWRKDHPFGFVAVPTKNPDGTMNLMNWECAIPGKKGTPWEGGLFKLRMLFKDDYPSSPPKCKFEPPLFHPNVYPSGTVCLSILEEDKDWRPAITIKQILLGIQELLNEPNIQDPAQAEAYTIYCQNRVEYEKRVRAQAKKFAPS
# pCIP destab – p/CIP-EGFP fusion destabilizers, primary screen, fluorescence, F442A cells. 16 h. Q05BA5. 290,000 compounds, 0.01% hits. decrease of EGFP signal, % at 10 µM;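 active = EGFP signal decrease of at least 30% at 10 µM or well 3 SD below plate mean, unless failing retest; inactive = the rest, including hits failing retest or dose response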; note: some compounds called inactive have numbers as strong as hits; many of its hits are not listed in these tables
# VIM-2 inh – VIM-2 metallo-beta-lactamase inhibitors, primary screen, biochemical, epi-absorbance readout, Pseudomonas aeruginosa enzyme; 290,000 compounds, 0.89% hits; inhibition, % at 5.6 µM; AID 1527, 2009; purified VIM-2, nitrocefin hydrolysis, epi-absorbance fluorescence;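 active = inhibition above the mean of all tested compounds plus 3 SD, cutoff set per screening run, cut at about 7.5% in these data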;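 note: red hydrolysis product quenches plate fluorescence so inhibitors raise well fluorescence; 0% = enzyme with DMSO and 100% = DMSO without enzyme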
# FID counter – compounds displacing fluorescent DNA intercalator, primary screen, artefact control for HCV NS3 helicase inhibitor project, biochemical, FID fluorescence; DNA fluorescent intercalator displacement; inhibition, % at 7.9 µM; 290,000 compounds, 0.17% hits; in the data active = inhibition above about 37%;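 note: 0% = vehicle and 100% = reference compound; higher means more ethidium bromide displaced from hairpin DNA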
# IDE act – human IDE activators in live cells, primary screen, fluorescence polarization, HEK cells, FAbeta-B substrate; Insulin-degrading enzyme (Homo sapiens), P14735; FAbeta-B cleavage; 0% vehicle, 100% cell-free pure enzyme wells; activation, % at 5.96 µM; 340,000 compounds, 0.073% hits; AID 493087, 2011;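 active = activation above the mean of all tested compounds plus 3 SD, set per screening campaign, cut at about 17% in these data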
# Starred values were filed as active, the others as inactive; . = not tested or not shown.
SMILES,IMP-1 inhibitor,IDE cell inh,M18AAP inhibitor,HCV NS3 hel inh,UBC9 SUMO inh,pCIP destab,VIM-2 inh,FID counter,IDE act
COc1ccc(CCN=C(N)NS(=O)(=O)c2ccc(C)cc2)cc1OC,-3.8,-4,-14,2,-15,10,-2.0,-23,-4
Cn1cnnc1SCC(=O)Nc1ccc(F)cc1,-3.6,4,-4,9,-14,-3,-3.3,-6,0
N/C(Cc1ccc([N+](=O)[O-])cc1)=N\OC(=O)c1ccccc1Br,-3.4,4,-3,-10,-10,-12,-0.5,3,0
COc1cc2c(cc1OC)C(C(=O)N1CCN(c3ccccn3)CC1)C(c1cccs1)N(C)C2=O (stereo unspecified),-2.2,7,6,6,16,1,-1.8,-34,2
COc1ccccc1-c1nnc(SCC(=O)NCc2c(C)c(Cl)cc(C(C)C)c2O)o1,-4.8,1,2,-4,-35,-10,0.0,-4,0
O=C(CCC1CCCCC1)NCc1cccnc1,-2.6,-3,2,-4,-1,-2,-1.6,-1,3
CNc1cc([N+](=O)[O-])ccc1OCc1ccccc1,-2.5,2,2,4,14,2,-1.7,0,-3
Cc1[nH]ncc1N=Cc1ccc([N+](=O)[O-])cc1,-2.9,3,-3,4,2,5,-1.6,4,5
CCOC(=O)c1nn(-c2ccc(Cl)cc2)c2nnc(Cc3ccc(C)cc3)c(=O)n12,1.4,-3,-7,8,21,-7,-2.3,-9,5
CNC(=S)N=Nc1c(O)[nH]c2ccccc12,-0.5,3,13,16,13,-11,0.2,1,1
CCC(C)NC(=O)Nc1ccc2c(c1)N(C)C(=O)c1ccccc1S2 (stereo unspecified),-2.0,-6,9,-3,22,-4,-2.0,-24,5
COc1ccc2[nH]c(C)c(CCNC(=S)Nc3ccccc3OC)c2c1,-3.1,5,-4,1,-6,12,-1.6,2,2
CCOC(=O)CCCCC(=O)c1[nH]c(=O)[nH]c1CSc1nc(C)cc(C)n1,-3.7,6,6,4,6,-6,-1.5,-29,-4
CC1(C)CC(=O)c2cc3c(N)c(C(=O)NCc4ccccc4)sc3nc2C1,-1.5,3,1,3,13,0,-6.6,-1,4
Cc1occc1C(=O)N/N=C/c1ccc(Br)s1,-3.2,9,-3,5,9,6,-5.2,0,6
COc1ccc(NC(=O)CSc2nnc(-c3cccs3)n2-c2ccccc2)cc1,-1.5,3,5,2,-53,6,-2.2,-8,1
CC(C)(C)OC(=O)N1CCN(C(=O)c2[nH]cnc2C(=O)N[C@@H](Cc2ccccc2)C(=O)OCc2ccccc2)CC1,1.8,-1,-5,-8,-15,-8,1.2,-47,-5
COc1cc(NC(=O)Cn2cnc3sc(C)c(S(=O)(=O)N4CCN(C)CC4)c3c2=O)cc(OC)c1OC,0.5,5,4,8,10,0,-1.9,15,.
COc1ccc2c(c1)[nH]c1c(=O)n(N)cnc12,-4.9,4,1,2,-8,2,-3.4,0,-3
CN(C)/C=C1\N=C(c2cccs2)OC1=O,0.7,2,-3,1,4,-3,0.2,1,7
COc1ccc(CN(C(=O)c2cccs2)c2ccccc2)cc1,-2.1,7,2,-8,9,-4,-4.0,-17,-1
Cc1cc2ncn(C(=O)c3ccc(F)cc3)c2cc1C,-2.9,0,6,-2,-9,-3,-1.1,-2,2
CCOC(=O)c1ccc(S(=O)(=O)Nc2ccc(N3CCOCC3)cc2)cc1,-2.3,-2,5,-12,-19,4,-3.2,-16,5
O=C(C1=C[C@@H](c2coc3ccccc3c2=O)C[C@@H](OCCCCO)O1)N1CCOCC1,0.9,-1,-12,5,8,-5,3.1,-16,2
COc1ccc(Cc2nc3ccc(C(=O)N4C[C@@H](C)O[C@@H](C)C4)cc3o2)cc1OC,-2.9,2,4,-8,.,-3,-2.9,-43,2

# Single values from the entries so far.
# pCIP destab, Cc1occc1C(=O)N/N=C/c1ccc(Br)s1 is entered as 6
# FID counter, COc1ccc(CN(C(=O)c2cccs2)c2ccccc2)cc1 is entered as -17

# Sorted by molecular weight (low to high): 6 of the compounds above.
SMILES,IMP-1 inhibitor,IDE cell inh,M18AAP inhibitor,HCV NS3 hel inh,UBC9 SUMO inh,pCIP destab,VIM-2 inh,FID counter,IDE act
CN(C)/C=C1\N=C(c2cccs2)OC1=O,0.7,2,-3,1,4,-3,0.2,1,7
COc1ccc2c(c1)[nH]c1c(=O)n(N)cnc12,-4.9,4,1,2,-8,2,-3.4,0,-3
COc1ccc(CCN=C(N)NS(=O)(=O)c2ccc(C)cc2)cc1OC,-3.8,-4,-14,2,-15,10,-2.0,-23,-4
N/C(Cc1ccc([N+](=O)[O-])cc1)=N\OC(=O)c1ccccc1Br,-3.4,4,-3,-10,-10,-12,-0.5,3,0
COc1ccc(Cc2nc3ccc(C(=O)N4C[C@@H](C)O[C@@H](C)C4)cc3o2)cc1OC,-2.9,2,4,-8,.,-3,-2.9,-43,2
COc1ccccc1-c1nnc(SCC(=O)NCc2c(C)c(Cl)cc(C(C)C)c2O)o1,-4.8,1,2,-4,-35,-10,0.0,-4,0

# More records follow.
SMILES,IMP-1 inhibitor,IDE cell inh,M18AAP inhibitor,HCV NS3 hel inh,UBC9 SUMO inh,pCIP destab,VIM-2 inh,FID counter,IDE act
CCOc1ccccc1NC(=O)NC1(C(=O)N2CCOCC2)CCCCC1,-2.8,-2,1,-5,35,-20,-4.3,-3,6
Nc1nnc(N2CCCCC2)s1,-0.5,9,-4,-1,16,-3,0.8,-4,-9
CCC(CC)C(=O)N1CCN(Cc2ccc3c(c2)OCO3)CC1,1.3,5,2,0,-16,6,-0.5,-3,2
CCCCc1nc(NCCNC(=O)c2ccccc2)c(C#N)c2c1CSC(C)(C)C2,-0.7,4,-7,-1,-6,-1,-3.2,-6,-4
COc1ccccc1Cn1[nH]nnc1=S,-3.6,2,14,1,-1,-7,-0.2,-1,-1
CC(NC(=O)c1cccs1)C(S)c1ccccc1 (stereo unspecified),22*,6,5,-1,2,4,41*,-14,-4
O=S(=O)(NCc1csc(-c2cccs2)n1)c1ccc(Cl)cc1,-3.9,6,-17,-7,17,-8,-1.7,-17,8
O=C(COc1cccc(F)c1)N[C@@H](Cc1ccccc1)c1nc2ccccc2[nH]1,-2.9,0,-10,-2,-7,0,-2.9,-14,-5
COc1ccccc1NC(=O)COC(=O)c1ccccn1,-3.5,-1,4,-5,4,0,-1.3,-2,4
COc1cc2c(cc1OC)CN(C(=O)c1sccc1C)CC2,-3.5,-2,3,-4,7,-6,-3.5,-10,-6
CCOc1ccc(C(=O)NC(=S)Nc2ccc(N3CCC(C)CC3)cc2)cc1[N+](=O)[O-],-2.3,.,-4,2,10,6,-3.4,-1,3
O=C(CS(=O)(=O)c1c[nH]c2ccccc12)Nc1ccc(F)cc1,-2.1,1,-2,-1,9,17,-1.7,-2,-2
CC(C)c1nc2ccc(NC(=O)C34CC5CC(CC(C5)C3)C4)cc2[nH]1,-4.2,0,-7,-1,-10,4,-2.2,-9,-3
CC(=O)Nc1ccc(C(=O)NNC(=O)c2cccs2)cc1,2.8,5,13,-1,-8,-2,1.5,-18,1
COCCOC(=O)C1=C(C)NC(=O)NC1c1c(Cl)nc2c(C)cccn2c1=O (stereo unspecified),-3.5,2,0,-7,22,4,-1.6,-4,.
C(=N\N1CCN(C2c3ccccc3-c3ccccc32)CC1)/c1cccs1,-2.2,-3,-16,-5,-1,-12,1.6,-2,-3
O=C(N/N=C/c1cccc([N+](=O)[O-])c1)C1CC(=O)N(c2ccc(Br)cc2)C1 (stereo unspecified),-3.0,10,-5,1,17,-12,-2.0,5,-2
COc1ccc(/C=C/C(=O)N(Cc2ccccc2)c2ccccn2)cc1OC,-1.4,2,3,2,-1,-7,2.7,-18,0
Cc1nn(Cc2ccccc2)c(C)c1N,0.5,-1,8,-6,-1,-15,-1.0,-7,6
Cc1ccc(SCC(=O)NC(C)(C)C)cc1,-6.4,-2,-5,-7,1,-7,-2.2,0,5
Cc1ccc(NC(=O)NN(C)c2c(Cl)c(Cl)nn2C)cc1,-3.0,6,6,2,4,-3,-2.4,-6,-2
Cc1ccc(Cl)cc1N1CCN(C(=O)CCCn2c(=O)c3cccn3c3cccnc32)CC1,-1.9,3,6,-16,.,-14,-0.7,-38,-2
COc1cc(NC(=O)CSCC(=O)Nc2cc(OC)cc(OC)c2)cc(OC)c1,-0.9,1,-4,-7,-23,10,1.8,-12,.
CCOC(=O)C1(Cc2ccccc2C(F)(F)F)CCN(C(C)COC)CC1 (stereo unspecified),-2.0,7,-2,-3,10,-8,-2.0,11,9
CCOC(=O)/C=C/S(=O)(=O)c1ccc(NC(C)=O)cc1,-2.1,-4,-74,5,6,-12,-1.6,1,2

# Additional entries.
SMILES,IMP-1 inhibitor,IDE cell inh,M18AAP inhibitor,HCV NS3 hel inh,UBC9 SUMO inh,pCIP destab,VIM-2 inh,FID counter,IDE act
CC1CCN(C(=O)c2ccc(Br)c(S(=O)(=O)N3CCOCC3)c2)CC1,-1.6,-1,-6,3,11,-10,-1.3,-24,-2
O=C1CC(c2ccc(F)cc2)CC(O)=C1C=NCCN1CCN(C(=O)Nc2ccccc2)CC1 (stereo unspecified),-1.8,-2,-7,-4,0,-12,-2.8,-20,1
Cc1ccnc(NC(=O)c2ccc(Br)s2)c1,-4.3,6,4,2,6,6,-2.9,-7,2
O=C(N/N=C/c1ccccn1)c1cc(-c2ccccc2)nc2ccccc12,-3.8,-6,9,10,-28,-7,-5.2,-6,.
Cc1nn(Cc2c(Cl)cccc2Cl)c(C)c1C(=O)NCc1ccc(C)n1C,-3.6,-1,0,4,7,6,-1.1,-14,2
Cn1cc(Br)c(C(=O)N/N=C/c2cc3ccccc3nc2Cl)n1,-2.8,.,6,0,-9,-24,-1.5,-22,-6
